CYP2C19 inhib: blocks human cytochrome P450 2C19. CYP2C19 Supersomes, luciferin-H EGE luminescence, 30 min. inhibition, % at 5 µM. 96,000 compounds, 21% hits. AID 778;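 active = CYP2C19 inhibition above a set limit at 5 µM in the primary screen, cut at about 50% in these data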;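 note: plate controls were negative control wells for no effect and 2.5 mM tranylcypromine positive control for full effect; values of inactives mirror those of a sister screen read the other way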
Target sequence (P33261 whole entry, looked up): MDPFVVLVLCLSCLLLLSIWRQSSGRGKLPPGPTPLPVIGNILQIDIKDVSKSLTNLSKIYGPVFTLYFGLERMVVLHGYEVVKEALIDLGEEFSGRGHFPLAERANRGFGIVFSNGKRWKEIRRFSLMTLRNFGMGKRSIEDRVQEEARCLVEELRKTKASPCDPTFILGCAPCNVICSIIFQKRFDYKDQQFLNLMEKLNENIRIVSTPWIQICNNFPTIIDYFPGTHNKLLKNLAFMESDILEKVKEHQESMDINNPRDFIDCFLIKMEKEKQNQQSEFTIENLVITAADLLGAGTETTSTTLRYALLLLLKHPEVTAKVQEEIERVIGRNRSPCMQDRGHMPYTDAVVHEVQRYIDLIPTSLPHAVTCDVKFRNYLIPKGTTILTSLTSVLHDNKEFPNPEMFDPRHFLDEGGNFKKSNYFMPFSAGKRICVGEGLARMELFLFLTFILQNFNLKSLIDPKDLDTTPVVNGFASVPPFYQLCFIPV
CYP2C19 act: cytochrome P450 2C19 (human) activation | P33261 | recombinant CYP2C19, luciferin-H EGE luminescence; stronger effect = higher value; 0 = fully inhibited enzyme, 1 = untreated enzyme | activation factor at 5 µM | 96,000 tested, under 10 active;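 active = activation factor of at least 2 at 5 µM in the primary screen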;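 note: 0 = wells with 2.5 mM tranylcypromine and 1 = vehicle-only wells; values of inactives mirror those of a sister screen read the other way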
PLAP act: human PLAP activation | P05187 | purified PLAP enzyme, luminescent substrate read-out; stronger effect = higher value | activation fold at 20 µM | 96,000 compounds, 1.2% hits | AID 696; in the data active = activation fold above about 2
CYP2C9 inh: inhibitors of human CYP2C9. CYP2C9 Supersomes, luciferin-H conversion, luminescence. inhibition, % at 5 µM. 96,000 compounds, 20% hits. AID 777;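 active = blocking of liver enzyme CYP2C9 beyond about 50% at 5 µM, limit read from the data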; note: values of inactives mirror those of a sister screen read the other way
Target sequence (P11712 whole entry, looked up): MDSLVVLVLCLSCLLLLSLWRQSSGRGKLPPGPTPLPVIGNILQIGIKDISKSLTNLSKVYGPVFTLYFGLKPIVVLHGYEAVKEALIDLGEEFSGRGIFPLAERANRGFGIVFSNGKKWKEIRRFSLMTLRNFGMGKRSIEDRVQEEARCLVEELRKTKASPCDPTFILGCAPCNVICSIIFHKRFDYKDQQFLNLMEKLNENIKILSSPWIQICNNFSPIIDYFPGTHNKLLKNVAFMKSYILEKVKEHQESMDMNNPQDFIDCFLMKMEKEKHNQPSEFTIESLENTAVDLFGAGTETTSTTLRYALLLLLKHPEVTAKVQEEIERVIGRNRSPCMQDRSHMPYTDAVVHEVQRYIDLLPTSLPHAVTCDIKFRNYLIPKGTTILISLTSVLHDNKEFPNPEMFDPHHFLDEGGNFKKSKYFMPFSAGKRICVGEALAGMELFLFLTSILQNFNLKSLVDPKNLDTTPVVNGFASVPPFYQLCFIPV
PTK2B oligo ant: blocks oligomerization of human Pyk2 in cells. z-score (the deposit names both 25 µM and 10 µM). 99,000 compounds, 0.83% hits. Q293 cells, Pyk2 FERM NanoBiT luminescence; stronger effect = lower value;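 active = Z-score of -3 or lower, scaled per plate to the spread of control and sample wells; inactive = z-score above -3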;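 note: negative z-score means lost luminescence so less FERM oligomerization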
EphB4 ephrin blk: antagonists of human EphB4-ephrin-B2 interaction | P54760 | EphB4 LBD / TNYL-RAW-Alexa532 peptide, fluorescence polarization | inhibition, % at 7 µM | 97,000 compounds, 0.15% hits | AID 720;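 active = inhibition above the screen-wide mean inhibition plus 3 SD, cut at about 15% in these data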;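 note: 0% = DMSO wells and 100% = excess unlabeled TNYL-RAW peptide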
PostGolgi yeast: growth inhibition of a yeast mutant, post-Golgi transport screen. post-Golgi transport phenotypic cell assay. inhibition, % at 10 µM. 98,000 compounds, 0.9% hits. AID 739; in the data active = inhibition above about 30%;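 note: yeast cells grown in 1536-well plates; yeast grown about 18 h at 30C before absorbance read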
CYP2C9 activ: increases human cytochrome P450 2C9 activity | AID 1024 | 96,000 compounds, 1.4% hits | recombinant CYP2C9, luciferin-H conversion, luminescence; stronger effect = higher value; factor 1 = untreated enzyme, 0 = blocked | activation factor at 5 µM | P11712;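 active = activation factor of 2 or more for CYP2C9 at a 5 µM dose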;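 note: 0 = sulfaphenazole-blocked wells and 1 = vehicle-only wells; values of inactives mirror those of a sister screen read the other way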
Ecoli WT expand: growth inhibitors of E. coli BW25113 wild type; OD600 absorbance; growth inhibition, % at 100 µM; 98,000 compounds, 0.15% hits;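 active = growth inhibition above about 50% at one test dose, limit read from the data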;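 note: growth measured after 20 h incubation at 37 °C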
The depositor's hits bear a star; / = not tested or not shown.

SMILES	CYP2C19 inhib	CYP2C19 act	PLAP act	CYP2C9 inh	PTK2B oligo ant	EphB4 ephrin blk	PostGolgi yeast	CYP2C9 activ	Ecoli WT expand
CCOC(=O)c1cnc2c(C#N)c(C)nn2c1C	19.5	0.8	1.1	-4.2	-0.55	-2.8	-19.6	1	-3.0
O=C1CCC(c2ccccc2)N1C(=O)c1cccnc1 (stereo not drawn)	/	/	/	/	1.62	1.3	-1.0	/	-4.0
O=C(NC1CCCCC1)c1cccc(Cn2cc(Cl)cn2)c1	2.7	1	0.9	12.2	-0.21	-0.3	-0.3	0.9	3.0
O=C1c2ccccc2C(=O)N1CCN1CCCCC1	-0.3	1	1.1	-6.8	-0.01	-6.6	-0.3	1.1	3.0
COc1ccccc1NS(=O)(=O)CC12CCC(CC1=O)C2(C)C (stereo not drawn)	77.1*	0.2	1	-86.8	-0.09	-1.9	-0.8	1.9	-5.0
Cc1ccccc1N=C1NC(=O)CS1	1.2	1	1.1	-4.5	0.48	-7.3	-5.0	1	-8.0
Cc1onc(-c2ccccc2Cl)c1C(=O)Nc1cccnc1	19.4	0.8	1.1	14.9	0.2	-0.8	-4.1	0.9	7.0
COc1ccc2c(c1)C(NC(=O)C(F)(F)F)CC2=O (stereo not drawn)	35.2	0.6	0.8	7.7	0.44	5.1	-2.4	0.9	8.0
CCOc1ccc(C2C(C#N)=C(N)SC(N)=C2C#N)cc1OC	54.2*	0.5	1.9	91.4*	/	/	-3.0	0.1	2.0
COc1ccc(OC)c(NC(=O)CSc2nnc(Cc3cccn3C)n2-c2ccc(F)cc2)c1	72.9*	0.3	1.3	54.2*	/	-9.0	-0.8	0.5	2.0
Cn1c(N2CCN(C(=O)C34CC5CC(CC(C5)C3)C4)CC2)nc2ccccc21	-0.9	1	0.9	6.7	/	/	/	0.9	/
Cc1ccc2nc(C3CCN(CC(=O)N4CCCCCC4)CC3)[nH]c2c1	3.7	1	1.6	9.9	0.24	-0.4	1.6	0.9	-4.0
CCOc1ccc(OCC)c(NC(=O)CN(C)S(=O)(=O)c2cccc3nsnc23)c1	60.4*	0.4	1.1	-23.4	-0.56	2.1	1.4	1.2	-20.0
CCOc1ccc(CN2CCC(C(=O)N3CCN(c4ccccc4F)CC3)CC2)cc1OC	-15.4	1.2	1.7	-4.3	0.82	/	9.3	1	3.0
CCOC(=O)c1c(C#N)cnn1-c1ccc(C)cc1	14.0	0.9	0.8	29.6	0.83	6.5	6.9	0.7	-6.0
Cc1ccccc1OCCCC(=O)Nc1ccc2c(c1)OCO2	62.9*	0.4	0.9	39.2	0.28	-3.1	-17.6	0.6	-3.0
CCCCOC(=O)CCn1[nH]c(=O)c2ccccc2c1=O	84.5*	0.2	1	91.6*	1.44	4.9	-7.0	0.1	5.0
COc1ccc(-c2nnc3sc(-c4cccs4)nn23)cc1OC	24.8	0.8	0.9	22.6	-1.23	-9.5	14.6	0.8	-6.0
CCc1noc(C)c1C(=O)N1CCCC1	7.1	0.9	0.9	-0.8	0.9	3.1	-2.7	1	3.0
COCCNC(=O)c1ccccc1NC(=O)c1ccc(OC)c(OC)c1	2.9	1	1.1	33.3	-0.12	/	-13.4	0.7	4.0
COc1ccc(CCNC(=O)c2nnc(Cc3c(F)cccc3Cl)o2)cc1OC	10.6	0.9	0.9	13.6	0.26	0.8	0.5	0.9	-3.0
O=C(CSc1nc(-c2ccccc2)c(-c2ccccc2)[nH]1)Nc1nccs1	-13.8	1.1	1.2	-2.7	-2.51	0.7	-7.2	1	0.0
Cc1nc2ccccc2nc1CSc1nncs1	/	/	/	/	-0.06	-0.9	-1.4	/	5.0
COc1cccc(CNC(=O)CCn2c(=O)oc3ccccc32)c1	57.7*	0.4	0.8	-21.3	0.74	-1.6	-7.5	1.2	3.0
C=CCOC(=O)C1C(=O)CC(C)(O)C(C(=O)OCC=C)C1c1ccc(OC)cc1 (stereo not drawn)	52.5*	0.5	1.5	20.1	0.43	-10.8	-9.3	0.8	1.0
CCOC(=O)c1c(C)[nH]sc1=S	8.1	0.9	1	14.3	0.29	-5.4	-5.8	0.9	0.0
NS(=O)(=O)c1ccc(NC(=O)CCC2CCCCC2)cc1	-8.9	1.1	1	-8.7	-0.32	-4.2	2.2	1.1	-5.0
COc1cc(OC)cc(-c2nnc(SCC(=O)N3CCOCC3)o2)c1	-7.4	1.1	1	-28.6	0.03	0.4	-2.5	1.3	2.0
O=c1[nH]c2cc3c(cc2cc1C(c1nnnn1Cc1ccccc1)N1CCN2CCCC2C1)OCCO3 (stereo not drawn)	-7.4	1.1	1.9	-8.6	-0.23	-5.1	3.4	1.1	-1.0
Cc1ccccc1-c1nc(S(=O)(=O)c2ccc(Cl)cc2)c(NCCN2CCOCC2)o1	35.3	0.6	1.6	35.9	-1.16	0.7	7.4	0.6	-10.0

Rewritten in CSV form: part of the list above.
Structure,CYP2C19 inhib,CYP2C19 act,PLAP act,CYP2C9 inh,PTK2B oligo ant,EphB4 ephrin blk,PostGolgi yeast,CYP2C9 activ,Ecoli WT expand
CCCCOC(=O)CCn1[nH]c(=O)c2ccccc2c1=O,84.5*,0.2,1,91.6*,1.44,4.9,-7.0,0.1,5.0
COc1ccc(-c2nnc3sc(-c4cccs4)nn23)cc1OC,24.8,0.8,0.9,22.6,-1.23,-9.5,14.6,0.8,-6.0
CCc1noc(C)c1C(=O)N1CCCC1,7.1,0.9,0.9,-0.8,0.9,3.1,-2.7,1,3.0
COCCNC(=O)c1ccccc1NC(=O)c1ccc(OC)c(OC)c1,2.9,1,1.1,33.3,-0.12,/,-13.4,0.7,4.0
COc1ccc(CCNC(=O)c2nnc(Cc3c(F)cccc3Cl)o2)cc1OC,10.6,0.9,0.9,13.6,0.26,0.8,0.5,0.9,-3.0
O=C(CSc1nc(-c2ccccc2)c(-c2ccccc2)[nH]1)Nc1nccs1,-13.8,1.1,1.2,-2.7,-2.51,0.7,-7.2,1,0.0
Cc1nc2ccccc2nc1CSc1nncs1,/,/,/,/,-0.06,-0.9,-1.4,/,5.0
COc1cccc(CNC(=O)CCn2c(=O)oc3ccccc32)c1,57.7*,0.4,0.8,-21.3,0.74,-1.6,-7.5,1.2,3.0
C=CCOC(=O)C1C(=O)CC(C)(O)C(C(=O)OCC=C)C1c1ccc(OC)cc1 (stereo not drawn),52.5*,0.5,1.5,20.1,0.43,-10.8,-9.3,0.8,1.0
CCOC(=O)c1c(C)[nH]sc1=S,8.1,0.9,1,14.3,0.29,-5.4,-5.8,0.9,0.0
NS(=O)(=O)c1ccc(NC(=O)CCC2CCCCC2)cc1,-8.9,1.1,1,-8.7,-0.32,-4.2,2.2,1.1,-5.0

(continued)
SMILES	CYP2C19 inhib	CYP2C19 act	PLAP act	CYP2C9 inh	PTK2B oligo ant	EphB4 ephrin blk	PostGolgi yeast	CYP2C9 activ	Ecoli WT expand
CCOC(=O)c1cc(-c2ccco2)nc2c1c(C)nn2-c1cccc(Cl)c1	5.8	0.9	1.5	34.1	0.15	-5.0	-0.8	0.7	-12.0
Cc1cccc(N=c2oc3cc(O)ccc3cc2C(N)=O)c1	17.6	0.8	0.8	69.2*	-1.45	-1.6	12.1	0.3	8.0
Cc1cccc(N2CC(C)Cn3c2nc2c3c(=O)n(CC(=O)OCc3ccccc3)c(=O)n2C)c1 (stereo not drawn)	66.5*	0.3	1.6	86.9*	-1.16	5.8	20.0	0.1	-11.0
NC(=O)C1(N2CCCCC2)CCN(CC(=O)Nc2ccccc2-c2ccccc2)CC1	39.9	0.6	1.1	16.9	-0.99	-0.6	-1.4	0.8	-2.0
CCCOc1ccc(Cn2cnc3ccccc32)cc1	64.7*	0.4	0.9	86.6*	-1.85	-0.5	2.4	0.1	41.0
COc1cc(C(=O)OCC(=O)c2cc(C)n(C)c2C)cc(OC)c1OC	58.5*	0.4	1.7	-148.1	0.14	-1.9	3.9	2.5*	-4.0
CSCCC(NC(=O)C1CCC(C)CC1)C(=O)NCc1ccco1 (stereo not drawn)	8.2	0.9	1	10.7	1.14	3.3	-2.7	0.9	6.0
Cc1nn(-c2ccc(F)cc2)c(C)c1NS(=O)(=O)c1ccc2ccccc2c1	49.9	0.5	1.1	3.2	-1.41	1.6	-4.4	1	7.0
CNc1ncc(C(=O)c2ccc(Cl)c(Cl)c2)s1	52.7*	0.5	0.9	47.9	-0.96	-4.2	5.6	0.5	-6.0
O=C(NCc1ccco1)c1ccc(Cn2c(=O)c3ccccc3n(Cc3cccc(Cl)c3)c2=O)cc1	2.5	1	0.8	-0.2	-1.2	-0.9	19.4	1	-12.0
Cc1ccc(Cl)c2c1NC(=O)C2(O)CC(=O)c1ccc(F)cc1 (stereo not drawn)	33.8	0.7	0.9	2.5	0.96	6.4	0.2	1	2.0
CC(Nc1ccccc1)C(=O)Nc1ccc(F)cc1 (stereo not drawn)	34.6	0.7	1	27.0	-0.87	4.4	-1.6	0.7	8.0
Cc1ccc(S(=O)(=O)/N=C(\N)Nc2nc(C)c3cc(C)ccc3n2)cc1	26.0	0.7	1.1	31.8	0.8	-3.7	-6.2	0.7	-3.0
O=CNc1ccc(S(=O)(=O)NCc2ccccc2)cc1	89.6*	0.1	0.8	-77.5	-0.33	10.5	-10.5	1.8	3.0
Cc1ccc(C)c(NC(=O)CCC(=O)N/N=C/c2ccc[nH]2)c1	7.6	0.9	1.1	-48.9	2.14	-0.7	-1.9	1.5	2.0
CC(C)CCNC(=O)CN(C)S(=O)(=O)c1cccc2nsnc12	25.4	0.7	0.9	50.2*	-0.03	1.5	-5.3	0.5	4.0
Cc1ccc(/C=N/NC(=O)c2csc3c2CCCC3)cc1	7.2	0.9	0.9	-40.8	-0.12	0.2	-8.0	1.4	-14.0
CC(C)(C)NC(=O)C12CCC(C)(c3nc4ccccc4nc31)C2(C)C (stereo not drawn)	22.5	0.8	1.9	18.6	0.56	-0.7	8.1	0.8	11.0
CCOC(=O)c1cnn(-c2nc(-c3ccccc3F)cs2)c1C(F)(F)F	15.9	0.8	0.9	28.7	-0.09	-5.0	-5.2	0.7	0.0
Cc1ccc2cc3c(NC(=O)C4CCCO4)nn(CC(C)C)c3nc2c1 (stereo not drawn)	-16.0	1.2	1.9	23.0	0.1	-4.1	14.2	0.8	-2.0
O=[n+]1c2c(n([O-])c3cc(F)ccc31)CCCC2	-6.4	1.1	1	4.7	-0.49	-1.9	-1.8	1	11.0
O=C(CN1CCOCC1)c1c[nH]c2ccccc12	11.7	0.9	0.9	9.8	0.91	-7.1	-7.0	0.9	4.0
Cc1cc(C)cc(N(C(=O)C(F)(F)F)C(C(=O)NC2CCCCC2)c2cccs2)c1 (stereo not drawn)	8.6	0.9	0.8	16.0	0.3	-3.1	2.7	0.8	-1.0
O=C(Nc1ccc2c(c1)OCO2)c1ccc(Br)s1	54.0*	0.5	1	35.4	-0.14	-4.0	-18.1	0.6	2.0
CC(C)(C)n1ncc2c(=O)n(CC(=O)N3CCCc4ccccc43)cnc21	28.1	0.7	1	10.2	-0.33	5.2	-8.5	0.9	1.0
Clc1ccc2nc(CSc3nncn3-c3ccccc3)cn2c1	7.5	0.9	0.8	18.0	0.32	12.8	-2.0	0.8	3.0
COc1cccc(C(=O)NC2CC3CCCC(C2)N3CC(=O)Nc2ccc(N(C)C)cc2)c1 (stereo not drawn)	38.4	0.6	1.3	78.9*	-0.38	-4.7	4.1	0.2	-1.0
O=C(C1CCCN(Cc2ccccc2)C1)N1CCc2ccccc2C1 (stereo not drawn)	27.3	0.7	0.9	-1.8	-0.65	-2.4	-2.5	1	7.0

Screening data as filed in PubChem.
